# E-selectin induc: induces E-selectin expression in human endothelial cells; P16581; HUVEC E-selectin immunofluorescence imaging; normalized: neutral wells 0, TNF-alpha wells 100; activation, % at 7.58 µM; actives 0.37% (n = 260,000); AID 686992;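 active means mean E-selectin-positive cell signal at least 10% of the positive control, reached in at least 60% of replicates, without over 20% cell loss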;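 further: in these data hits start at about 27%; measured in HUVEC primary endothelial cells; signal is the percent of cells scored E-selectin positive by PE staining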
#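 Test system – human umbilical vein endothelial cells (HUVEC), E-selectin induction · Input – 3,000 HUVEC seeded per well · Buffer or medium – EGM-2, gelatin · Compound dosing – single-point compound dose · Detection – immunofluorescence imaging · Measure – percent E-selectin-positive cells · Controls – TNF-alpha high, DMSO low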
# PglD DTNB: blocks C. jejuni PglD acetyltransferase activity. inhibition, % at 12.5 µM. purified PglD enzyme, DTNB colorimetric CoA detection. actives 0.098% (n = 360,000); in the data active means inhibition above about 16%, passing the limit was not always enough; further: strong numbers were not always called active
# ERAP1 HTS inh: blocks human ERAP1 aminopeptidase activity; actives 0.15% (n = 340,000); Q9NZ08; recombinant ERAP1, Leu-AMC fluorescence, 60 min; AID 652197; inhibition, % at 10.7 µM;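 active means mean replicate inhibition of at least 30%, or all replicates individually reaching that 30% level; inactive means mean below 30% and not every replicate reaching it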;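 further: 0% = neutral control wells and 100% = L-leucinethiol positive control wells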
# Target sequence (Q9NZ08 whole entry, looked up): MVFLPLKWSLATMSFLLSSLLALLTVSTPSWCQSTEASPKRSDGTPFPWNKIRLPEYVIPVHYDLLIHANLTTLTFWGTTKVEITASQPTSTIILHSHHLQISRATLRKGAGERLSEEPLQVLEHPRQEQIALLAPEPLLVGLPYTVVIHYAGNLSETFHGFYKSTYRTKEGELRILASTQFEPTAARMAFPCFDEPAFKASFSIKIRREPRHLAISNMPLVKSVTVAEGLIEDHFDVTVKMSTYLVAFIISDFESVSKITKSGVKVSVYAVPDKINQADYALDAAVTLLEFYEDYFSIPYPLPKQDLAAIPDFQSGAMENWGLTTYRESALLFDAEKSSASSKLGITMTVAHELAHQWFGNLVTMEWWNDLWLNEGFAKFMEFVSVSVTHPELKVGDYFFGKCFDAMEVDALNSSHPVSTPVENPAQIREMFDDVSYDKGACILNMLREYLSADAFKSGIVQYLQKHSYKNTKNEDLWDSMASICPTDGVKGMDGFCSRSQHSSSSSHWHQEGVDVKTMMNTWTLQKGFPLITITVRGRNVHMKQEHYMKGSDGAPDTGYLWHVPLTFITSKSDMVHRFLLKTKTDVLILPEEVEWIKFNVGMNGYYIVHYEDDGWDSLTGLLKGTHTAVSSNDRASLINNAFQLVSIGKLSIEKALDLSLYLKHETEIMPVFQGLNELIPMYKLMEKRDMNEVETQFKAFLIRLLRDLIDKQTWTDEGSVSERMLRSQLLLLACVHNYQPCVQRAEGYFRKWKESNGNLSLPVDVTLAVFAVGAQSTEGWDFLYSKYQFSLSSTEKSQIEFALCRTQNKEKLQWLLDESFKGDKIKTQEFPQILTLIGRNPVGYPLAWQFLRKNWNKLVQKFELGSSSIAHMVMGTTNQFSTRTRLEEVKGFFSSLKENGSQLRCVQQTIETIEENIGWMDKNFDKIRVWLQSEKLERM
# Cneo AK release: causes C. neoformans cell lysis | adenylate kinase release luminescence, 4 h; normalised: neutral wells 0, clomiphene wells 100 | lysis activity, % at 15 µM | actives 0.2% (n = 360,000) | AID 651654;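 active means mean lysis activity across replicates of at least 80%, whatever share of replicates individually reach that level; inactive means mean lysis activity below 80%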
#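 Schedule: static 4 h at 37 °C with compound, 1 h detection; system: C. neoformans cells; benchmarks: Clomiphene as positive control; buffer or medium: fresh YPD medium; measure: luminescence rise reflecting yeast cell lysis; measured by: luminescent adenylate kinase detection reagent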
# miR-122 sensor: inhibitors of miR-122 in Huh7 cells; Huh7 miR-122 Renilla luciferase sensor, 48 h; neutral wells = 0, positive control = 100; activation (reporter increase), % at 12.5 µM; actives 0.3% (n = 340,000);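 active means mean replicate activation score at least 90 and every replicate individually at or above 90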;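 further: higher luciferase means less miR-122 activity so hits act as miR-122 inhibitors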
# RAD52 anneal inh: RAD52 (human) annealing inhibition; recombinant RAD52 DNA annealing, FRET fluorescence; actives 0.46% (n = 360,000); inhibition, % at 18.7 µM; P43351;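 active means every replicate showing at least 50% inhibition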
# RAD54 inh: RAD54 (human) branch migration inhibition; Q92698; RAD54 Holliday junction branch migration, FAM/BHQ fluorescence; inhibition, % at 10.4 µM; actives 0.14% (n = 360,000); AID 602329;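 active means mean normalized replicate activity at least 40 and at least half of replicates scoring 40 or more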;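 further: 0% = median of neutral control wells and 100% = median of positive control wells; inhibitors cause a drop in the FAM fluorescence signal; in these data hits start at about 50%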
# PGC1a acetyl inh: modulators of PGC1a acetylation. U2OS PGC1a acetylation, AlphaScreen anti-acetyl-lysine; with virally co-expressed GCN5 acetyltransferase. inhibition, % at 15.6 µM. actives 0.17% (n = 350,000). AID 651687;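 active means every replicate shows inhibition of at least 40%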;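 further: 0% = neutral control wells and 100% = positive control wells; some results beyond the cut were filed as inactive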
# Starred values were filed as active, the others as inactive; . = not tested or not shown; [ ] = another dose, or the depositor's remark.
# Order of values: RAD54 inh, PglD DTNB, ERAP1 HTS inh, E-selectin induc, PGC1a acetyl inh, miR-122 sensor, Cneo AK release, RAD52 anneal inh
> Cc1cccn2cc(-c3cccc(S(=O)(=O)N4CC(C)OC(C)C4)c3)nc12 (configuration not stated)
  -2, 2, 3, ., 5, 2, 0, -12
> C[C@H]1CCCCO[C@H](CN(C)C(=O)c2ccccc2)[C@@H](C)CN([C@@H](C)CO)C(=O)c2cc(NC(=O)Nc3ccc(F)cc3)ccc2O1
  -6, 8, -5, 0.1, 4, -8[16.7 µM], 0, 2
> Cc1ccsc1C(=O)OCC(=O)NCc1cccs1
  -4, 2, -1, -0.1, 7, -4, -3, 0
> CCOC(=O)c1c(C)sc(Sc2ccc(Cl)cc2[N+](=O)[O-])c1OC
  7, 0, ., ., -22, -5, -1, .
> CCC1CCCCN1S(=O)(=O)c1ccc(NC(=O)C2CCN(C(=O)c3ccco3)CC2)cc1 (configuration not stated)
  -3, -3, 3, ., -7, -2, 1, -3
> COc1ccc(CCOC2OC(CO)C(OC(=O)/C=C/c3ccc(O)c(OC)c3)C(O[C@H]3O[C@@H](C)[C@H](O)[C@@H](O)[C@H]3O)C2O)cc1O (some centres not stated)
  -6, -1, 0, ., -7, -19, 1, -8
> CCCCOc1ccc(-c2ncc(C(=O)OCC)c(N)n2)cc1
  -17, -1, ., ., -5, -2, -8, .
> COc1cccc(C2CC(c3c(-c4ccccc4)c4cc(Cl)ccc4[nH]c3=O)=NN2S(C)(=O)=O)c1OC (configuration not stated)
  -4, -2, ., ., 0, -2, -2, .
> O=C(c1cc2c(s1)-c1ccccc1OC2)N1CCc2ccccc2C1
  3, 0, -5, 0.0, 6, -10, 0, 0
> CCCC#Cc1ccc([C@H]2[C@@H](CO)N3C(=O)CN(C(=O)c4ccc(F)cc4)C[C@H]23)cc1
  ., ., -1, -0.8, 7, ., ., -30
> C[C@@H]1CN([C@@H](C)CO)C(=O)c2cc(NS(=O)(=O)c3ccccc3)ccc2O[C@H]1CN(C)S(=O)(=O)c1ccccc1
  -1, 3, 2, 2.8, -10, -7[16.7 µM], 2, -3
> COC(=O)C1=COC(OC2OC(CO)C(O)C(O)C2O)C2C1C=CC2(O)CO (configuration not stated)
  5, 7, 2, ., 3, 4, 7, 0
> CCCCC(=O)Nc1ccc(C)c(O)c1
  -3, 2, ., ., 15, -2, -2, .
> COc1ccc(C=CC(O)CCN2CCC3CCC(C3)C2)cc1 (configuration not stated)
  6, 0, 1, -0.1, -7, -4, 10, -21
> COCCSc1ccccc1C(=O)N1CCN(c2ccccc2)CC1
  -15, 2, 1, -0.1, ., 1, -1, -5
> CO[C@@H]1CN(C)C(=O)c2ccc(NC(=O)Nc3ccccc3Cl)cc2OC[C@@H](C)N(C(C)=O)C[C@H]1C
  -3, 1, -2, 0.1, 1, ., 0, -2
> Cc1ccsc1C(=O)Nc1cc(Cl)ccc1-n1cncn1
  3, -1, -2, 4.9, 61*, 4, -1, -33
> COc1cccc(OC)c1OC(=O)C1CC(=O)N(c2ccc3c(c2)OCCO3)C1 (configuration not stated)
  -6, ., 3, ., 3, -1, -1, -9
> Cc1cc(NC(=O)COC(=O)CC2CCCC2)c([N+](=O)[O-])cc1C
  7, -7, 1, ., 5, -8, -4, -10
> CC(C)C(=O)Nc1ccc2c(c1)C(=O)N(C)[C@H]1CC[C@@H](CC(=O)NCc3ccccc3)O[C@@H]1CO2
  -13, -1, 0, 0.1, -4, 0[16.7 µM], 4, 15
> COc1ccc(OCc2cc(C(=O)N(C)C(C)c3ccon3)no2)c(Cl)c1 (configuration not stated)
  -4, -1, -1, 0.0, ., 10, -1, -7
> C[C@@H]1CCCCO[C@H](CN(C)C(=O)c2ccncc2)[C@H](C)CN([C@H](C)CO)C(=O)c2cc(N(C)C)ccc2O1
  5, 1, -1, 0.0, 11, 7[16.7 µM], -1, -6
> CCOc1ccc(N2C(=O)C3C(c4ccc(O)cc4)NC(CCSC)(C(=O)OC)C3C2=O)cc1 (configuration not stated)
  ., ., -1, 8.9, 4, ., ., -10
> CCN(CC)S(=O)(=O)c1cccc(NC(=O)COC(=O)c2ccc(Br)o2)c1
  -8, -4, -2, ., 9, -5, -1, -7
> O=C(CC1CC1)N1CC(=O)N2[C@H](CO)[C@H](c3ccc(-c4cccnc4)cc3)[C@H]2C1
  ., ., 0, -0.2, 7, ., ., -4
> Cc1nc2ccc(C(=O)N(C)Cc3ccco3)cn2c1N(C)CC1CCCCC1
  -3, 0, 1, -0.4, 5, 2, 30, -7
> O=C(C1CCCO1)N1N=C(c2ccc(Br)cc2)CC1c1ccco1 (configuration not stated)
  -3, -1, 3, ., 8, -3, -6, -20
> NS(=O)(=O)c1ccc(CCNC(=O)C2CCCCN2S(=O)(=O)c2ccccc2)cc1 (configuration not stated)
  -7, -6, ., ., 12, -5, 7, .
> Cc1nc([N+](=O)[O-])c(Sc2nc3ccccc3n2C)n1Cc1ccccc1
  2, 30*, -3, 0.0, -2, 0, -5, -16
> CO[C@@H]1CN(C)C(=O)c2ccc(NS(=O)(=O)c3ccccc3)cc2OC[C@H](C)N(Cc2nccs2)C[C@H]1C
  -9, -2, 0, -0.2, -4, 14[16.7 µM], 0, 0
> COc1ccc(S(=O)(=O)NCC2CCCN(Cc3ccc(C)o3)C2)cc1 (configuration not stated)
  -11, 3, -1, 0.1, ., ., 1, -1
> Cc1noc(C)c1NC(=O)N(C)C[C@H]1Oc2ncc(C#CC3CC3)cc2C(=O)N([C@H](C)CO)C[C@H]1C
  -2, -3, 0, 0.2, -4, 8[16.7 µM], -6, -7
> O=[N+]([O-])c1ccc(N2CCN(c3ccc(F)cc3)CC2)cc1
  3, -3, -1, -0.1, -11, ., 0, -11
> Cc1cccc(C(=O)Nc2nnc(SCC(=O)NC3CC3)s2)c1
  -1, 1, -4, 0.1, 5, -1, -1, -7
> COc1ccccc1N1CC(C(=O)Nc2cccc(C(=O)O)c2)CC1=O (configuration not stated)
  3, -3, ., ., 0, 1, 3, .
> CCN(CC(=O)Nc1cccc(OC)c1)C(=O)c1ccco1
  -1, -3, -1, 0.1, 4, -3, 0, -6
> CN(C)C(=O)[C@H]1[C@H](CO)[C@H]2Cn3c(ccc(C4=CCCC4)c3=O)[C@H]2N1C(=O)Cc1cccnc1
  2, -5, 3, 0.2, ., 4[16.7 µM], 0, -17
> C[C@@H]1CN([C@@H](C)CO)C(=O)c2cc(/C=C/c3ccccc3)cnc2O[C@@H]1CN(C)C(=O)c1cnccn1
  -2, 0, 0, 0.6, 5, -5[16.7 µM], -7, -3
> COC(=O)C[C@@H]1CC[C@@H]2[C@H](COc3ccc(NC(=O)Cc4cccs4)cc3C(=O)N2C)O1
  1, -1, -1, 0.1, ., ., -1, 4
> O=C(NC(Cc1c[nH]c2ccccc12)C(=O)N/N=C/c1ccc(Br)cc1)c1cccs1 (configuration not stated)
  -5, -2, 0, ., -3, 3, -2, -1
> CCN(CC)C(=O)C1=C(C)N(CCCOC)C(=O)C(CC(=O)NCc2ccco2)C1 (configuration not stated)
  -11, 6, -5, 0.1, -11, 2, -1, 8
> Cc1csc(Sc2nc3c(c(=O)[nH]c(=O)n3C)n2Cc2ccccc2Cl)n1
  8, -11, ., ., ., -15, -1, .
> COc1ccc(S(=O)(=O)N2CCN(C(=O)c3cccnc3)CC2)cc1OC
  -16, 3, -3, ., ., -4, 0, -13
> CN(C)S(=O)(=O)N(CC(=O)Nc1ccccc1F)c1ccccc1
  -8, 6, ., ., -5, -3, -1, .
> COc1ccc(Nc2ccccc2N)cc1
  ., ., 5, 37*, 11, -2, ., -11
> O=C(CCSc1nc(-c2ccco2)cc(C(F)(F)F)n1)N1CCN(c2ccccc2)CC1
  -7, 6, ., ., 2, -8, -2, .
> CO[C@H]1CC[C@H]2CCN(C)C(=O)[C@H](C)[C@H](OC)CN(C)C(=O)c3cccc(C#N)c3OC[C@H]1O2
  -2, 1, 2, 0.0, 5, ., -7, -8
> Cc1occc1C(=O)N1CCCC(CO)(Cc2ccc(F)cc2F)C1 (configuration not stated)
  3, -1, 4, -3.7, 2, -7, 0, 0
> C=CCN(c1ccccc1)S(=O)(=O)c1cccc(C(=O)Nc2ncccc2O)c1
  9, 0, ., ., 2, -1, 0, .
> C[C@H]1CN([C@@H](C)CO)C(=O)c2cc(Br)cnc2O[C@@H]1CN(C)C(=O)C1CCOCC1
  4, 2, -2, 0.7, 2, -7[16.7 µM], -1, -6
> COc1ccccc1Cn1c(=S)[nH]c2ccc(Br)cc2c1=O
  11, 4, -1, 0.0, -12, 18, 2, 11
> COc1ccccc1-c1nnc2sc(COc3ccc(Cl)cc3)nn12
  7, 1, ., ., -3, 58, 11, .
> O=C(NCCCc1ccccc1)c1ccncc1
  2, -3, ., ., -12, -3, 1, .
> CCOc1ccc2nc(-c3ccccc3)nc(SCC(=O)OC)c2c1
  2, -10, 0, 0.1, 0, -2, 0, -3
> Cc1coc2c1c(C)cc1oc(=O)c(CC(=O)NCC(=O)NCC(=O)O)c(C)c12
  -4, 3, -3, -0.1, -2, 5, 0, 3
> CCc1c(C)[nH]c(=S)c(C#N)c1C
  -5, 0, ., ., 6, -10, -2, .
> Cc1cc2nc(-c3ccc4c(c3)CCC4)ccn2n1
  ., ., 9, -1.5, 8, ., ., -10
> Cc1c2cnn(-c3ccccc3)c(=O)c2c(C)n1CCCC(=O)N1CCN(c2ncccn2)CC1
  -9, -5, ., ., -8, -6, 4, .
> O=S1(=O)C[C@@H](N2CCC[C@@H]2CO)[C@H](COCc2ccccc2)N1
  13, -4, -2, -0.2, -1, -4, -7, -14

# No enrichment for hits. About 1.4% of those tested had a hit in this group.
